Screening data (PubChem)
DT40 TDP1 no CPT: qHTS for Inhibitors of human tyrosyl-DNA phosphodiesterase 1 (TDP1): qHTS in cells in absence of CPT | DT40 Tdp1-/- hTDP1 cells, no CPT, ATP luminescence, 48 h | Potency, µM (titrated, usually from 46.2 µM), inactives show at the highest dose activity change, negative = growth inhibition, actives largely listed as inhibitors | 420,000 compounds, 15% hits; note: nearly all actives have a fitted effect of over 55% in size
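Growth of hTDP1-complemented DT40 Tdp1-knockout cells is measured by ATP luminescence after at least 48 hr compound exposure at 37 °C, with DMSO substituting for the 20 nM CPT used in the parallel screen.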
N370S GC: inhibits or activates N370S mutant glucocerebrosidase; 330,000 compounds, 0.092% hits; AID 2101; Potency, µM (series often up to 59.4 µM), for the others: at the top dose activity change, negative = inhibition, usual class: inhibitors; N370S GC spleen homogenate, 4MU-glucoside fluorescence; P04062;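 note: 0% = full enzyme activity and -100% = no enzyme basal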
TDP1 block: TDP1 (human) enzyme inhibition | Q9NUW8 | recombinant TDP1, AlphaScreen DNA substrate cleavage | Potency, µM (series often up to 130 µM), for inactives: at the highest dose activity change, negative = inhibition, hits mostly inhibitors | 350,000 compounds, 0.28% hits | AID 485290; note: nearly all actives have a fitted effect of over 40% in size
Target sequence (Q9NUW8 whole entry, looked up): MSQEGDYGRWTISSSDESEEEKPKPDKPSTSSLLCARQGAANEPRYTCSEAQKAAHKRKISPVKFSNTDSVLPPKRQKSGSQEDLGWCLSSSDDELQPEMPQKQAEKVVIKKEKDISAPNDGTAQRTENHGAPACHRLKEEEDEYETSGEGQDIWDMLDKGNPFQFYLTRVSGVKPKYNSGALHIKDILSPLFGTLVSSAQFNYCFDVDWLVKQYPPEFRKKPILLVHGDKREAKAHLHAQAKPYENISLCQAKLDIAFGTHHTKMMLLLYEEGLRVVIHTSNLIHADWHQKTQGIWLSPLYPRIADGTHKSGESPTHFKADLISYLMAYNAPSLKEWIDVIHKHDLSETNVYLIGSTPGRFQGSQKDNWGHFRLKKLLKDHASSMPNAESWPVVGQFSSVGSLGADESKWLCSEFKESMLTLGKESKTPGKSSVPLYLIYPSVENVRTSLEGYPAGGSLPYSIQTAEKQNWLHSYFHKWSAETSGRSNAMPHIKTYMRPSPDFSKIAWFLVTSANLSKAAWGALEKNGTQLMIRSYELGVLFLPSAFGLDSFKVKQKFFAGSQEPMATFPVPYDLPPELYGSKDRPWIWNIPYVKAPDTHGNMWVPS
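E. coli-derived human Tdp1, 1 nM final. Cpd preinc 15 min RT; substrate 15 nM final, 5 min RT; AS bead mix 10 ug/ml final, 10 min RT. Signal loss = tyrosine-FITC cleavage. No-enzyme wells = max signal.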
An asterisk follows results filed as active; & = joins results of further samples; [ ] = remark or other dose. Calls come from the whole dose curve; as a rule, active = well fitted curve in the direction sought with a large enough effect; inconclusive = small, poorly fitted or top-dose-only effect, or another doubt; inactive = no such curve, though single readings can be large; an effect the other way counts as inactive or inconclusive. Unless noted, % is set by controls: 0 for no effect and ±100 for the full control effect; potency is the fitted concentration of half-maximal effect.

C=CCNC(=O)c1c(Br)cnn1-c1ccc(C)cc1 was read as DT40 TDP1 no CPT -8% and N370S GC 10%.
`COc1ccccc1NC(=O)COC(=O)CCC(=O)c1cccs1` gave DT40 TDP1 no CPT -2%, N370S GC -1% and TDP1 block -7%[0.505 µM].
Screening Cc1cc(NC(=O)c2ccc(Cl)cc2)n(-c2ccccc2)n1 returned DT40 TDP1 no CPT -22% and N370S GC -27%.
`Cc1ccc(OCc2cc(C(=O)NCCc3cccnc3)no2)cc1C` gave DT40 TDP1 no CPT inconclusive, N370S GC inconclusive and TDP1 block 0%.
For CCOC(=O)N1CCN(S(=O)(=O)c2ccc(C(=O)N(CCCN(C)C)c3nc4ccc(CC)cc4s3)cc2)CC1 the results were DT40 TDP1 no CPT inconclusive, N370S GC -25% and TDP1 block 9%.
`CN(C)C(CNc1ccc(C(F)(F)F)cc1[N+](=O)[O-])c1ccccc1` (configuration not stated) gave DT40 TDP1 no CPT inconclusive, N370S GC inconclusive and TDP1 block 20%.
Screening Cc1ccc([C@@H]2[C@@H]3C(=O)N(C)C(=O)[C@@H]3[C@]3(Cc4ccccc4)C(=O)N(CCO)CC(=O)N23)o1 returned DT40 TDP1 no CPT 9% and N370S GC -19%.
For COc1ccc(S(=O)(=O)Nc2ccc3c(c2)C(=O)N([C@@H](C)CO)C[C@H](C)[C@H](CN(C)CC2CC2)O3)cc1 the results were DT40 TDP1 no CPT 15% and TDP1 block 1%.
For CCOc1ccccc1NC(=O)CSc1nnc(Cc2ccc(OC)cc2)c(=O)n1N the results were DT40 TDP1 no CPT inconclusive, N370S GC -3% and TDP1 block 6%.
CC(=O)Nc1ccc(-c2ccnc(-c3ccc(NC(C)=O)cc3)n2)cc1 was read as DT40 TDP1 no CPT -14%, N370S GC 3% and TDP1 block 1%.
`NS(=O)(=O)c1ccc(NC(=S)Nc2ccc(F)c(F)c2)cc1` gave DT40 TDP1 no CPT -14%, N370S GC 4% and TDP1 block -3%.
CN(CC(O)COCc1cccs1)C1CCCCC1 (configuration not stated) was read as DT40 TDP1 no CPT 1%, N370S GC 4% and TDP1 block 0%.
Screening O=C(O)C1CCCN1C(=O)Nc1ccc(F)cc1 (configuration not stated) returned DT40 TDP1 no CPT -9%, N370S GC 5% and TDP1 block 1%.
COC(=O)c1cc(S(=O)(=O)N2CCCC2)c(Cl)cc1Cl was read as DT40 TDP1 no CPT 3% and N370S GC -4%.
Screening CCCN(CC(=O)Nc1ccccc1OC)C(=O)c1ccc2[nH]c3c(c2c1)CC(C)CC3 (configuration not stated) returned DT40 TDP1 no CPT inconclusive and TDP1 block 8%.
CCc1nccn1CCC(=O)NC1CCCc2c1cnn2-c1ccc(F)cc1F (configuration not stated) was read as DT40 TDP1 no CPT inconclusive, N370S GC 2% and TDP1 block 3%.
For CC(C)C(=O)N1CCN(c2ccc([N+](=O)[O-])c(NC(C)c3ccccc3)c2)CC1 (configuration not stated) the results were DT40 TDP1 no CPT 16µM*, N370S GC -12% and TDP1 block 7%.
Screening COc1ccc(CC(=O)OCC(=O)N(C)C2CCS(=O)(=O)C2)cc1OC (configuration not stated) returned DT40 TDP1 no CPT 0% and N370S GC -2%.
`Cn1c(SCC(=O)Nc2ccc(C(N)=O)cc2)nc2c(c1=O)SCC2` gave DT40 TDP1 no CPT -4%, N370S GC -2% and TDP1 block -20%.
For Cc1ccc(NC(=O)N2CCN(Cc3ccc4c(c3)OCO4)CC2)cc1 the results were DT40 TDP1 no CPT -9%, N370S GC -12% and TDP1 block 8%.

Entries from the list above that have a Cl atom:
Screening Cc1cc(NC(=O)c2ccc(Cl)cc2)n(-c2ccccc2)n1 returned DT40 TDP1 no CPT -22% and N370S GC -27%.
COC(=O)c1cc(S(=O)(=O)N2CCCC2)c(Cl)cc1Cl was read as DT40 TDP1 no CPT 3% and N370S GC -4%.

Returning to the listing; the 3 compounds before the break are reprinted first.
Screening COc1ccc(CC(=O)OCC(=O)N(C)C2CCS(=O)(=O)C2)cc1OC (configuration not stated) returned DT40 TDP1 no CPT 0% and N370S GC -2%.
`Cn1c(SCC(=O)Nc2ccc(C(N)=O)cc2)nc2c(c1=O)SCC2` gave DT40 TDP1 no CPT -4%, N370S GC -2% and TDP1 block -20%.
For Cc1ccc(NC(=O)N2CCN(Cc3ccc4c(c3)OCO4)CC2)cc1 the results were DT40 TDP1 no CPT -9%, N370S GC -12% and TDP1 block 8%.
COc1ccc(CCNC(=O)C2CCCN2C(=O)Nc2cccc(OC)c2)cc1 (configuration not stated) was read as DT40 TDP1 no CPT 7%, N370S GC -17% and TDP1 block 0%.
Screening O=C(Nc1ccccc1)c1ccc(=O)n(Cc2ccc(F)c(F)c2)c1 returned DT40 TDP1 no CPT -28%, N370S GC -2% and TDP1 block 6%.
CC(Sc1oc(-c2cccs2)nc1S(=O)(=O)c1ccccc1)c1ccccc1 (configuration not stated) was read as DT40 TDP1 no CPT inconclusive and TDP1 block -3%.
For O=C(CCc1ccc(S(=O)(=O)NCCc2ccccc2)cc1)NCc1ccco1 the results were DT40 TDP1 no CPT inconclusive, N370S GC 3% and TDP1 block 4%.
For NC(N)=NCCC[C@H](NC(=O)CC1(CC(=O)N2CCN(C3c4ccccc4NC(=O)c4ccccc43)CC2)CCCC1)C(=O)NCCn1c(=O)n(-c2ccccc2)n(-c2ccccc2)c1=O (some centres not stated) the results were N370S GC 18µM* and TDP1 block 10%.
Screening COC(=O)[C@H](CC(C)C)NC(=O)NC1CCCc2ccccc21 (some centres not stated) returned DT40 TDP1 no CPT -21%, N370S GC -16% and TDP1 block -4%.
`CCN(CC)C(=O)c1cn(CCC#N)nc1-c1ccc(F)cc1` gave DT40 TDP1 no CPT inconclusive, N370S GC inconclusive and TDP1 block 0%.
CCOC(=O)c1c(Nc2nc(C)c(C(=O)NC)s2)sc(C)c1C was read as DT40 TDP1 no CPT inconclusive, N370S GC 3% and TDP1 block 1%.
Screening COc1ccc2cc(C(=O)C3CCCN(C(=O)c4ccnn4C)C3)ccc2c1 (configuration not stated) returned DT40 TDP1 no CPT 15µM*, N370S GC 3% and TDP1 block -6%.
COc1cccc(-c2ccc3ncnc(NCc4ccc(OC)cc4OC)c3c2)c1 was read as DT40 TDP1 no CPT inconclusive and N370S GC -10%.
`CCCc1cc(C(=O)Nc2ccc(C(=O)c3ccc(C)cc3)cc2)n(C)n1` gave DT40 TDP1 no CPT inconclusive, N370S GC -12% and TDP1 block 2%.
For CCC(Sc1nc2ccccc2c2nc(CCn3c(C)nc4ccccc43)nn12)C(=O)Nc1ccc(F)cc1 (configuration not stated) the results were DT40 TDP1 no CPT 2.3µM* and TDP1 block 0%.
COc1ccc(S(=O)(=O)NC2(C(F)(F)F)NC(=O)N(CCc3ccccc3)C2=O)cc1 (configuration not stated) was read as DT40 TDP1 no CPT 0%, N370S GC 7% and TDP1 block 3%.
`Cc1cccc(N2CCN(C(=O)c3cc(=O)[nH]c4ccccc34)CC2)c1C` gave DT40 TDP1 no CPT -14%, N370S GC 2% and TDP1 block 4%.
Screening CCOc1ccc2nc(SC3CC(=O)N(c4ccc(OC)cc4OC)C3=O)sc2c1 (configuration not stated) returned DT40 TDP1 no CPT 3.3µM*, N370S GC -2% and TDP1 block -3%.
`Cn1c(CCN2CCOCC2)nc2cc(NC(=O)COc3ccccc3)ccc21` gave DT40 TDP1 no CPT -26%, N370S GC 3% and TDP1 block 0%.
Cc1cc(C)n2nc(C(=O)OCC(=O)c3c[nH]c4ccccc34)nc2n1 was read as DT40 TDP1 no CPT 9%, N370S GC -2% and TDP1 block 3%.
For Brc1cnc(N2CCCC2)nc1N1CCCCC1 the results were DT40 TDP1 no CPT -9%, N370S GC 3% and TDP1 block 6%.
For COc1ccc(CN(CC(=O)NC2CCCC2)C(=O)c2csnn2)cc1 the results were DT40 TDP1 no CPT 4%, N370S GC -3% and TDP1 block 10%.
`CCN(CC)C(=O)c1cccc(C)c1` gave DT40 TDP1 no CPT 9%&-15%, N370S GC -12%&5%&1% and TDP1 block 10%[56.1 µM].
Screening CC(CN1CCN(C/C=C/c2ccccc2)CC1)c1ccccc1 (configuration not stated) returned DT40 TDP1 no CPT -6% and N370S GC -13%.
`CN(C)S(=O)(=O)c1cccc(N=c2scc(-c3ccc4c(c3)NC(=O)CO4)n2CC2CCCO2)c1` (configuration not stated) gave DT40 TDP1 no CPT 7.3µM*, N370S GC -5% and TDP1 block 9%.
For O=C(CNC(=O)OCc1ccccc1)NC1CCCCNC1=O (configuration not stated) the results were DT40 TDP1 no CPT inconclusive and N370S GC 0%.
`Cc1ccc2nc(NC(=O)c3ccco3)sc2c1` gave DT40 TDP1 no CPT 8.2µM*, N370S GC 5% and TDP1 block 3%.
For CO/C([O-])=N/c1c[n+](-c2ccc(Cl)cc2)no1 the results were DT40 TDP1 no CPT 8%, N370S GC 10% and TDP1 block 9%.
`COc1ccc(NC(=O)CCNC(=O)Cn2cnc3ccccc3c2=O)cc1OC` gave DT40 TDP1 no CPT -7%, N370S GC 0% and TDP1 block 1%.
For CC1CCCN(C(=O)Cn2c(=O)oc3ccccc32)C1 (configuration not stated) the results were DT40 TDP1 no CPT -4%, N370S GC 0% and TDP1 block 0%.
O=Cc1ccc(OC(=O)CCCCC(=O)Oc2ccc(C=O)cc2)cc1 was read as DT40 TDP1 no CPT 14% and N370S GC -5%.
Screening CCOc1cc(N2CCOCC2)c(OCC)cc1NC(=O)COc1cccc(CC)c1 returned DT40 TDP1 no CPT 8.2µM* and TDP1 block 6%.
`Cc1cc2cc(C(c3nnnn3Cc3ccco3)N3CCc4ccccc43)c(=O)[nH]c2cc1C` (configuration not stated) gave DT40 TDP1 no CPT inconclusive, N370S GC 1% and TDP1 block -4%.
For Cc1ccc(NC(=O)c2ccsc2)cc1NS(C)(=O)=O the results were DT40 TDP1 no CPT -10% and N370S GC -23%.
Screening O=C(COc1ccccc1F)NCc1ccc(-n2cccc2)cc1 returned DT40 TDP1 no CPT inconclusive, N370S GC 3% and TDP1 block 5%.
Screening Cc1ccccc1Cn1c2ccccc2c2cnn(CC(=O)NCc3ccccn3)c(=O)c21 returned DT40 TDP1 no CPT inconclusive, N370S GC -5% and TDP1 block 1%&5%.
COC(=O)CSc1nc2cc3c(cc2cc1C)OCCO3 was read as DT40 TDP1 no CPT -14%, N370S GC inconclusive and TDP1 block -3%.
For COc1ccc(OC)c(C2C(C(N)=O)=C(C)Nc3nc(-c4cccc(Cl)c4)nn32)c1 (configuration not stated) the results were DT40 TDP1 no CPT inconclusive, N370S GC -12% and TDP1 block 5%.
Screening COCC(=O)N/N=C(\C)CC(=O)NCc1ccco1 returned DT40 TDP1 no CPT 0%, N370S GC -4% and TDP1 block 8%.
COc1ccc(CNC(=O)CCCSc2ccccc2)cc1 was read as DT40 TDP1 no CPT 1%, N370S GC -5% and TDP1 block 5%[0.0935 µM].
`O=C(Nc1cccc(-c2nn[nH]n2)c1)c1cccs1` gave DT40 TDP1 no CPT 12%, N370S GC -17% and TDP1 block 2%.
Screening CCOc1ccc(NC(=O)CSc2nnnn2-c2ccc(C(N)=O)cc2)cc1 returned DT40 TDP1 no CPT -20% and N370S GC -5%.
Screening CC(C)c1ccccc1OCC(=O)N1CCCCCCC1 returned DT40 TDP1 no CPT inconclusive and N370S GC 3%.

Ordered by count of non-hydrogen atoms (descending): 3 of the compounds above
`Cc1ccc(OCc2cc(C(=O)NCCc3cccnc3)no2)cc1C` gave DT40 TDP1 no CPT inconclusive, N370S GC inconclusive and TDP1 block 0%.
Screening CC(CN1CCN(C/C=C/c2ccccc2)CC1)c1ccccc1 (configuration not stated) returned DT40 TDP1 no CPT -6% and N370S GC -13%.
COc1ccc(CNC(=O)CCCSc2ccccc2)cc1 was read as DT40 TDP1 no CPT 1%, N370S GC -5% and TDP1 block 5%[0.0935 µM].

Following part:
For COc1cccc(NS(=O)(=O)c2ccc3c(c2)NC(=O)C(C)S3)c1 (configuration not stated) the results were DT40 TDP1 no CPT inconclusive, N370S GC -1% and TDP1 block 2%.
`COC(=O)c1ccccc1NC(=O)Cn1cc(S(=O)(=O)Cc2ccccc2F)c2ccccc21` gave DT40 TDP1 no CPT 21µM* and TDP1 block 2%.
CC1=C(C(=O)OCC(C)C)[C@]23C(=O)c4ccccc4[C@@]2(O1)OC(N)=C3C#N was read as DT40 TDP1 no CPT 12%, N370S GC -2% and TDP1 block 8%.
Screening CCOC(=O)C1=CSC2=NS(=O)(=O)CCN12 returned DT40 TDP1 no CPT 21%, N370S GC -8% and TDP1 block 0%.
CCOc1ccc(NC(=O)CN2C(=O)C3CC=CCC3C2=O)cc1 (configuration not stated) was read as DT40 TDP1 no CPT 23%, N370S GC 6% and TDP1 block 9%.
For CCOC(=O)c1cc(-c2ccc(Cl)cc2)nc2c1c(C)nn2CCC#N the results were DT40 TDP1 no CPT inconclusive, N370S GC -22% and TDP1 block -1%.
CCc1nnc(NC(=O)c2ccc(S(=O)(=O)N3CCCCC3C)cc2)s1 (configuration not stated) was read as DT40 TDP1 no CPT 4%, N370S GC -4% and TDP1 block -5%.

A portion of the library (hit frequency here may not be typical).
